Screens: PubChem BioAssay, several laboratories
PP1 inh – PP1-alpha (human) inhibition in PP5 counter-screen; purified PP1alpha, OMFP fluorescence; AID 2235; P62136; inhibition, % at 6.7 µM; hit rate 0.9% among 320,000;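 active means inhibition above the mean inhibition of all tested compounds plus 3 SD, computed separately for each screening campaign, cut at about 15% in these data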
Target sequence (P62136 whole entry, looked up): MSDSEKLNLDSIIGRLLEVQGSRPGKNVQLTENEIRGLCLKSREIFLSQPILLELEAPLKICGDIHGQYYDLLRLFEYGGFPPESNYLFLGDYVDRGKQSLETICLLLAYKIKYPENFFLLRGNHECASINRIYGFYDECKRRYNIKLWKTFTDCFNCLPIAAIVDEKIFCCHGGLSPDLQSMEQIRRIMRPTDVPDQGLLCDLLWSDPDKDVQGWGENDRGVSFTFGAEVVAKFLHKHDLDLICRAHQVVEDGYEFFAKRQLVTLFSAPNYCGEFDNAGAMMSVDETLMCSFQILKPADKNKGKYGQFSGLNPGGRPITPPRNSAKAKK
proCasp7 act – activates human procaspase-7, counter-screen for procaspase-3 activators; hit rate 0.093% among 330,000; AID 463210; activation, % at 8.5 µM; recombinant procaspase-7, Ac-DEVD-pNA absorbance 405 nm; D23A/D198A/D206A triple mutant, cannot self-cleave; scale: DMSO 0, 5 µM enzyme 100; P55210;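 active means percent activation above the screen-wide mean plus 3 SD, cut at about 25% in these data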
Target sequence (P55210 whole entry D23A/D198A/D206A): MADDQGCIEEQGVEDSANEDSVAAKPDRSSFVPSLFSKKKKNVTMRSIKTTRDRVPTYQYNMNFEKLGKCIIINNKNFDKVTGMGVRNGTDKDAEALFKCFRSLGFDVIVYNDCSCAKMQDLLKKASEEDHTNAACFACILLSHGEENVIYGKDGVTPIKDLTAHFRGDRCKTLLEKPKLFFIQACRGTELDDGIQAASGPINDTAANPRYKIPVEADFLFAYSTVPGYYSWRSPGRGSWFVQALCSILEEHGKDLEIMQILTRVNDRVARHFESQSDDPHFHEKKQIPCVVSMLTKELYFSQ
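Test system: Procaspase-7 triple mutant (PC-7 D3A). Also added: Ac-DEVD-pNA substrate, 400 µM as added. Schedule: 1 h enzyme–compound preincubation and 2 h substrate reaction, both 25 °C. Signal: p-Nitroaniline absorbance at 405 nm, read at 0 and 120 min. Control set: low DMSO alone, high DMSO plus 5 µM PC-7.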
VLA-4 inh – inhibition in a human VLA-4 binding assay; VLA-4 expressing cells, ligand binding flow cytometry; inhibition, % (about 7 µM as worked out from the volumes in the protocol); hit rate 0.2% among 330,000; in the data active means inhibition above about 50%
JMJD2C inh – blocks human GASC-1 demethylase activity; Q9H3R0; GST-JMJD2C(1-420) H3K9me3 demethylation, DELFIA europium; inhibition, % at 2.35 µM; hit rate 0.069% among 330,000; AID 2099;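 active means more than half of a compound's replicate wells show inhibition beyond 50%, single wells judged on their own value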;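 further: signal counts dimethyl H3K9 product captured on neutravidin plate; 0% = median of DMSO wells and 100% = 0.3 times that DMSO median; strong numbers were not always called active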
procasp3 activ – activates human procaspase-3. activation, % at 8.5 µM. hit rate 0.11% among 330,000. recombinant procaspase-3 D3A, Ac-DEVD-pNA absorbance 405 nm;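 active means activation above the mean of all tested compounds plus 3 SD, cut at about 21% in these data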;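 further: 0% = DMSO alone and 100% = DMSO wells spiked with extra 5 µM PC-3 D3A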
Target sequence (P42574 whole entry D9A/D28A/D175A): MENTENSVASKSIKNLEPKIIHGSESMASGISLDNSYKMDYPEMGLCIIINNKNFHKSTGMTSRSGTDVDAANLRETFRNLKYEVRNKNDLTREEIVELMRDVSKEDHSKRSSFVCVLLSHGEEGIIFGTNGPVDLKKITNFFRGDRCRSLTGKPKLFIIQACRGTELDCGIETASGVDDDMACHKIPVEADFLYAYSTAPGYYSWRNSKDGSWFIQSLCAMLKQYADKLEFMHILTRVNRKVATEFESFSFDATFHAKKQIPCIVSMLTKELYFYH
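Assay system – Procaspase-3 D3A mutant · Benchmarks – DMSO low control, extra-enzyme high control · Technique – 405 nm absorbance of p-nitroaniline, reads at 0 and 120 min · Doses – 8.5 µM nominal · Measure – % activation between DMSO and enzyme-spiked controls · Also added – Ac-DEVD-pNA chromogenic peptide substrate · Schedule – 1 h compound preincubation, 2 h substrate hydrolysis at 25 °C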
HCV core dimer – HCV core protein dimerization inhibition; hit rate 0.33% among 300,000; TR-FRET GST/Flag-core106 dimerization, 1536-well; inhibition, % at 5 µM;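 active means inhibition above the mean of all tested compounds plus 3 SD, set per screening campaign, cut at about 45% in these data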
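Material: Tagged HCV core106 pair (GST and Flag) | Amount: GST-core106 13.5 nM, Flag-core106 17 nM | Medium: KF-containing HEPES buffer, pH 7.45, DTT, CHAPS, BSA | Reagent: Eu donor and XL665 acceptor anti-tag antibodies | Schedule: 4 h at 22.5 °C | Technique: Time-resolved FRET, ex 340 nm, em 617 and 671 nm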
GRK2 inh – human GRK2 inhibition via aptamer displacement; bead flow cytometry, FAM-aptamer displacement from GRK2; hit rate 0.59% among 330,000; inhibition of aptamer binding, % at 10 µM;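 active means inhibition of aptamer binding above 40%, roughly 3 SD of noise, on plates passing a quality check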;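 further: median bead fluorescence of bound FAM aptamer so fluorescent compounds give negative values; no value below 0 was filed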
CTSL1 counter – blocks F. hepatica cathepsin L1 in PFM18AAP counter-screen. hit rate 0.49% among 300,000. recombinant F. hepatica cathepsin L1, Z-Leu-Arg-MCA fluorescence. inhibition, % at 5.96 µM. AID 1906;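 active means inhibition above the mean of all tested compounds plus 3 SD, set per screening campaign, cut at about 17% in these data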;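 further: 0% = plate median of test compound wells and 100% = 1 µM Z-Phe-Ala-diazomethylketone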
PP5 primary – blocks human protein phosphatase 5 activity; inhibition, % at 6.7 µM; purified PP5c, OMFP substrate fluorescence; AID 1987; hit rate 0.18% among 320,000; P53041;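 active means inhibition above the campaign's mean inhibition across all tested compounds plus 3 SD, cut at about 9.5% in these data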;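 further: 0% = DMSO only and 100% = 100 µM cantharidin control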
An asterisk follows results filed as active; nt = not tested or not shown.

A first look (3 entries):
SMILES	PP1 inh	proCasp7 act	VLA-4 inh	JMJD2C inh	procasp3 activ	HCV core dimer	GRK2 inh	CTSL1 counter	PP5 primary
CC1(c2ccco2)NC(=O)NC1=O (configuration not stated)	-2	7	-5	1	-1	-5	1	-2	-0.2
CCc1ccc(NC(=O)CSc2ccc(-c3cccnc3)nn2)cc1	-1	2	22	-6	0	-4	1	-4	5.4
COc1cc(S(=O)(=O)N2CCN(Cc3cccs3)CC2)ccc1NC(C)=O	-5	-4	9	3	0	nt	2	nt	-1.8

The listing, repeating the preview:
SMILES	PP1 inh	proCasp7 act	VLA-4 inh	JMJD2C inh	procasp3 activ	HCV core dimer	GRK2 inh	CTSL1 counter	PP5 primary
CC1(c2ccco2)NC(=O)NC1=O (configuration not stated)	-2	7	-5	1	-1	-5	1	-2	-0.2
CCc1ccc(NC(=O)CSc2ccc(-c3cccnc3)nn2)cc1	-1	2	22	-6	0	-4	1	-4	5.4
COc1cc(S(=O)(=O)N2CCN(Cc3cccs3)CC2)ccc1NC(C)=O	-5	-4	9	3	0	nt	2	nt	-1.8
CC(C)(C)OC(=O)N1CCC(Cc2cc(-c3ccc(Cl)cc3)no2)(C(=O)O)CC1	4	5	18	-4	8	7	3	3	1.3
COc1ccccc1N1C(=O)C2C(C(=O)c3ccccc3)=NN(c3ccccc3)C2C1=O (configuration not stated)	3	33*	-2	-14	20	23	3	-2	3.9
COc1ccc2c(c1)OC[C@H]1[C@H]2N2C(=O)c3cc(Br)ccc3NC(=O)[C@@]2(C)[C@H]1c1ccccc1	6	7	-3	6	-5	-5	0	0	2.5
COC1=C(C)C(O)=C(C(=O)/C=C/c2ccccc2)C(=O)C1(C)C	-2	-11	-3	5	-5	19	0	-2	-0.7
O=C(c1ccc(-n2cccn2)cc1)N1CCc2ccccc2C1	0	-2	-3	-9	5	4	3	0	-2.9
O=C(COC(=O)c1ccc(F)cc1Cl)NC1CCS(=O)(=O)C1 (configuration not stated)	-3	7	-1	nt	-7	nt	0	nt	-0.7
COc1ccc(OC)c(CN2CCN(C(=O)c3cccs3)CC2)c1	0	6	4	2	1	-6	2	-2	-0.3
COc1ccc(C(=O)Nc2ccc(C)cn2)cc1S(=O)(=O)N1CCCc2ccccc21	-3	6	-25	3	5	7	1	3	1.2
Cc1ccccc1C(=O)c1cccn1CC(=O)NCc1ccc2c(c1)OCO2	-3	-9	17	3	3	10	3	0	3.0
O=C(O)/C=C/C(=O)N(Cc1ccccc1)Cc1ccco1	1	5	3	0	0	-5	0	-3	2.1
Cc1ccc(CN2CCN(CCCc3ccccc3)CC2CCO)cc1 (configuration not stated)	-1	-2	-3	-1	6	-4	1	0	-1.4
Cc1c(-c2n[nH]c(=S)n2-c2ccc(C(F)(F)F)cc2)nnn1-c1ccccc1	4	-3	5	-3	-2	1	2	-1	2.8
CNc1ccccc1C(C)(C)c1cc(-c2cc(C)cc(C)c2)no1	0	3	-3	10	9	-2	0	-3	3.4
Cc1cc(OC(=O)c2ccccc2F)c([N+](=O)[O-])c(=O)[nH]1	-2	-3	1	13	4	-4	2	1	0.2
CC(C)C(=O)OCC(=O)Nc1ccc(N=Nc2ccccc2)cc1	4	2	31	-7	-4	-1	2	-1	0.6
CC(Cn1cncn1)C(=O)N1CCN(S(=O)(=O)c2ccc(Cl)cc2)CC1 (configuration not stated)	-1	11	1	5	-1	7	0	-2	1.1
CC1CCc2c(sc(NC(=O)CSc3ncnc4c3cnn4-c3ccccc3Cl)c2C#N)C1 (configuration not stated)	1	-2	12	7	-3	-1	0	-4	1.3
CN(C)S(=O)(=O)c1cc(NC(=O)CSc2nn(-c3ccc(Cl)cc3)c(=S)s2)ccc1Cl	0	5	2	-5	-2	5	1	9	-0.8
Cc1ccc(NC(=O)CSc2ncn[nH]2)cc1S(=O)(=O)N1CCOCC1	-6	-3	-4	-3	-3	-1	0	-2	0.9
O=c1c2cn[nH]c2nc(SCc2cc(=O)n3cc(Br)ccc3n2)n1-c1ccc(Br)cc1	11	4	8	6	6	35	0	3	0.9
O=C(NCCCCNC(=O)C1CCCC1)C1CCCC1	2	5	-6	-8	9	-4	0	-1	2.8

A few values from the entries so far:
HCV core dimer, Cc1ccc(NC(=O)CSc2ncn[nH]2)cc1S(=O)(=O)N1CCOCC1 : -1
PP5 primary, O=C(COC(=O)c1ccc(F)cc1Cl)NC1CCS(=O)(=O)C1 (configuration not stated) : -0.7

(cont.)
SMILES	PP1 inh	proCasp7 act	VLA-4 inh	JMJD2C inh	procasp3 activ	HCV core dimer	GRK2 inh	CTSL1 counter	PP5 primary
COC(=O)Nc1ccc(=O)n(Cc2c(Cl)cccc2Cl)c1	-2	2	11	-10	3	0	0	-1	-0.8
O=C(COC(=O)c1ccccc1Br)Nc1ccc(F)cc1	-2	-2	11	-12	-3	10	1	-5	0.1
COc1ccc(Nc2c3c(nc4ccc(C)cc24)CCC3)cc1	11	5	-2	-4	7	22	0	-6	1.8
Cc1cccc(-n2c(SCC(=O)N3CCCC3)nc3n[nH]c(C)c3c2=N)c1	0	2	3	0	12	2	0	3	-3.2
COc1ccccc1CNC(=O)c1ccc2c(=O)n3c(nc2c1)CCCCC3	-4	12	-5	1	5	-1	5	-1	-2.1
Nc1nc(N)nc(-c2cc(F)ccc2O)n1	-3	-3	10	-5	-5	nt	1	nt	1.8
O=C1c2ccccc2C(=O)N1c1cccc(-c2csc(Nc3ccc4c(c3)OCO4)n2)c1	9	-4	21	11	-16	49*	1	-1	-2.1
Cn1ccnc1SCC(=O)Nc1sccc1C#N	2	14	4	0	1	71*	4	1	2.1
COCCN=c1scc(-c2cc(OC)c(OC)c(OC)c2)n1/N=C/c1c(C)[nH]c2ccccc12	-5	-6	-106	6	-2	-5	7	0	1.2
COc1ccc(C(=O)NC(=S)Nc2cccc(NC(=O)c3ccco3)c2)cc1[N+](=O)[O-]	2	-1	-14	3	-3	9	2	1	3.1
CCN(C)c1ccc(/C=N\n2nnnc2N)cc1	-3	-6	8	27	-6	-12	0	4	2.3
O=C(COC(=O)c1ccc2c(c1)OCO2)Nc1nc(-c2ccccc2)cs1	3	1	-1	36	-9	26	1	-5	-0.8
CCS(=O)(=O)N1CCCC(C(=O)c2ccc(OC)cc2C)C1 (configuration not stated)	1	7	6	-4	-3	12	0	2	1.6
CC(C)CC(=O)N1CCN(c2ccc([N+](=O)[O-])c(NCc3ccccc3)c2)CC1	8	-4	0	8	0	20	0	6	2.0
CCc1cc2c(=O)n(-c3ccc(C)cc3)cnc2s1	-1	7	8	-4	-6	0	0	0	-2.0
COc1ccc(/C=C/C(=O)NCC(=O)N/N=C(/CCC(=O)O)c2ccccc2)cc1	-1	5	7	0	-6	-5	0	-2	0.7
Cc1ccc(OCC(=O)NNC(=O)C2CCC2)cc1C	-4	1	9	-1	8	nt	1	nt	1.9
COc1ccc(C(=O)COC(=O)CNC(=O)C2CCCCC2)c(OC)c1	0	0	-4	5	5	32	2	35*	0.8
Cc1ccc(C2C(=O)N(C3CCCC3)CC(=O)N2CC2COc3ccccc3O2)cc1 (configuration not stated)	0	7	-5	-4	5	6	0	-2	1.1
O=C(NC1CCCCCC1)C1c2ccccc2C(=O)N1CCCN1CCOCC1 (configuration not stated)	-8	-6	-1	14	-3	0	2	6	0.3
CCCCNC(=O)OC1CCS(=O)(=O)C1 (configuration not stated)	1	9	7	-17	5	4	0	-2	3.4
CCOC(=O)c1cc(NC(=O)c2ccco2)ccc1N1CCOCC1	-4	8	-13	nt	2	-2	0	2	-2.6
CC(NC(=O)c1ccco1)C(c1cccs1)N1CCN(c2ccc(F)cc2)CC1 (configuration not stated)	8	-10	13	10	3	9	0	6	6.8
CCCC(=O)O[C@H]1C[C@@H](C)N(C(=O)c2ccccc2)c2ccc(C)cc21	2	8	12	-6	12	11	0	0	2.7
COc1ccc(-n2nc(C(=O)NCC(=O)NCCCN3CC(C)CC(C)C3)c3ccccc3c2=O)cc1OC (configuration not stated)	-4	-1	19	17	2	-1	0	1	3.0
Cc1cc(C)cc(NC(=O)C2CCN(S(=O)(=O)c3ccc4c(c3)NC(=O)C(C)S4)CC2)c1 (configuration not stated)	4	-1	11	-24	-10	17	1	3	6.5
Cc1ccc(C)n1-c1ccc(-n2cnnn2)cc1	25*	-10	-1	5	-3	24	3	0	1.3
Cc1[nH]nc2c1C(C(C)c1ccccc1)C(C#N)=C(N)O2 (configuration not stated)	-1	10	-3	0	0	-2	0	1	-1.1
CCCn1c(SCC(=O)OCC)nc(C(F)(F)F)cc1=O	-1	-1	6	9	-1	-3	0	-2	2.4
CC1(C)CC(=O)c2cnc(NCc3ccco3)nc2C1	0	4	11	nt	-2	-3	0	2	-0.4
Oc1ccc2ccccc2c1C=Nc1ccccc1-c1nc2ccccc2[nH]1	0	4	0	-2	-1	3	10	4	2.4
COCC(C)NCc1ccc(OC)c(Br)c1 (configuration not stated)	-3	5	0	-12	-3	-2	1	-2	-1.5
Cc1cccc(NC(=O)CSCC(=O)Nc2ccccc2N2CCCC2)c1	-3	8	-3	-16	0	3	0	1	3.6
O=C(Oc1cc(Cl)cc(Cl)c1)c1cnc2n(c1=O)CCS2	1	4	-4	6	3	0	2	-1	0.7
Cc1ccc(C)c(NC(=S)N(C)C)c1	-1	-1	-4	2	9	-1	3	-1	2.3
CCc1ccccc1NC1=NCC(=O)N1C1CCCC1	-6	-7	-2	5	-5	-6	0	2	3.5
Cc1ccc(OC(C)C(=O)Nc2ncc(Cl)cc2Cl)c([N+](=O)[O-])n1 (configuration not stated)	nt	2	-7	-10	-8	nt	3	nt	nt
Cc1c(Cl)cccc1NC(=S)NCC1COc2ccccc2O1 (configuration not stated)	7	11	27	-14	7	1	0	-1	5.6
O=[N+]([O-])c1c(Nc2ccc(O)cc2)cc(N2CCOCC2)c2nonc12	-3	11	7	17	7	3	5	-3	0.2
Cc1ccc(NC(=S)NCc2ccccc2)cc1[N+](=O)[O-]	1	2	5	8	3	-4	8	0	2.4
CN(Cc1ccccc1)C(=O)CCc1ccccc1	-3	3	-7	-15	0	-4	3	0	-2.4
Cn1c(N/N=C/c2cc3ccccc3nc2Cl)nc2ccccc21	-1	4	-15	2	-3	-24	0	0	-0.5
COCCN(C(=O)c1ccc(N2CCCC2=O)cc1)c1c(N)n(Cc2ccccc2)c(=O)[nH]c1=O	-1	-1	10	3	0	nt	8	nt	-0.5
O=C(Nc1nccs1)C1=COCCO1	nt	2	7	6	8	nt	6	nt	nt
Oc1c(Cl)cc(CN2CCOCC2)c2cccnc12	-1	-26	-4	-6	-14	nt	0	nt	1.2
Cc1cc(Nc2c(C)n(C)n(-c3ccccc3)c2=O)n2c(nc3ccccc32)c1C#N	-6	2	18	6	-2	-4	0	0	-1.8
CN1CCN(CCCCOc2ccc(Br)cc2)CC1	-4	0	1	1	8	-7	0	-2	0.5
O=C(CN1CCC(n2nnc3cc(F)ccc32)CC1)NC1CC1	-2	5	4	64	-1	-3	0	-1	1.1
